Bioassay records from PubChem BioAssay.
TbHK1 inh – blocks Trypanosoma brucei hexokinase 1 activity; hit rate 0.11% among 220,000; AID 1430; inhibition, % at 10 µM; recombinant TbHK1, G6PDH-coupled NADH A340;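 active = inhibition of 50% or more in the single-dose primary screen; inactive = inhibition below 50%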
Rad51 HR inh – blocks human Rad51 in homologous recombination | hRad51 DNA strand exchange, fluorescence dequenching | AID 1385 | Q06609 | inhibition, % at 10 µM | hit rate 0.085% among 200,000;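 active = inhibition above 40% at the single screening dose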;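 note: 0% = DMSO control wells and 100% = blanks with heterologous ssDNA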
Target sequence (Q06609 whole entry, looked up): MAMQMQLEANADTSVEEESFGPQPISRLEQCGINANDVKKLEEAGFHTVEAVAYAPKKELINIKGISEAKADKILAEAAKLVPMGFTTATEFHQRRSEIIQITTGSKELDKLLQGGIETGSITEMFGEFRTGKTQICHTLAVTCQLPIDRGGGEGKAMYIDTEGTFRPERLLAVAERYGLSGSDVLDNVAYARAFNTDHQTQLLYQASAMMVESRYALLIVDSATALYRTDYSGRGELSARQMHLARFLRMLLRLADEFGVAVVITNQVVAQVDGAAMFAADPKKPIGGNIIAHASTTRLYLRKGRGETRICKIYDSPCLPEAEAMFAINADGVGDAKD
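material = hRad51 filaments on single-stranded DNA | reagent = Donor/quencher-labelled 47-bp dsDNA substrate | compound = 10 µM final, single point | schedule = strand-exchange reaction 15 min at room temperature | measured by = fluorescein emission 520 nm, excitation 485 nm | read-out basis = % inhibition versus plate control and blank means | benchmarks = plate controls and plate blanks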
Calpain2 inh – inhibitors of pig calpain II. purified calpain II, fluorogenic peptide substrate, 30 min. inhibition, % at 16 µM. hit rate 0.37% among 220,000;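 active = inhibition above about 50%, limit read from the data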
EP2 modulator – modulators of human EP2 prostaglandin E2 receptor | P43116 | EP2-expressing cells, cAMP HTRF FRET, PGE2 co-stimulation | induction, % at 25 µM | hit rate 0.83% among 260,000 | AID 940;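 active = compounds whose cAMP rise, as percent of the full-agonist control response, exceeds 60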;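 note: rat C6 glioma line stably carrying human EP2 under a CMV promoter; the protocol text gives 20 µM as final concentration; 100% = response of wells given 1 µM PGE2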
Target sequence (P43116 whole entry, looked up): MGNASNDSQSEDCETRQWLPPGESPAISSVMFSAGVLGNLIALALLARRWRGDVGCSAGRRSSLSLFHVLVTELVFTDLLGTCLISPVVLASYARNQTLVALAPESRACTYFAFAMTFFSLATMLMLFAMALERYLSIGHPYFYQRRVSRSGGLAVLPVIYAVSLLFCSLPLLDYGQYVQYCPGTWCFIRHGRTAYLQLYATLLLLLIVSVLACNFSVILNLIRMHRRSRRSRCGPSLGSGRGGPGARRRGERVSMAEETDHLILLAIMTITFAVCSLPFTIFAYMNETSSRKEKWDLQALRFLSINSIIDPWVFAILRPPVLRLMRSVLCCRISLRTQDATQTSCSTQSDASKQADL
PGE2 EP2 inh – blocks the human prostaglandin E2 receptor EP2. C6 glioma cells expressing human EP2, cAMP TR-FRET; cells stimulated with saturating PGE2. P43116. hit rate 0.52% among 260,000. inhibition, % at 25 µM. AID 1422;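 active = percent inhibition above 40 after rounding to a whole number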;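 note: rat C6 glioma host cells with rolipram phosphodiesterase inhibitor present; the protocol text gives 20 µM as final concentration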
Hck-Nef inh – blocks Nef-activated human Hck kinase | hit rate 0.68% among 220,000 | Recombinant Hck-YEEI plus Nef, Z-Lyte FRET kinase assay | AID 463187 | P08631 | inhibition, % at 20 µM;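 active = Hck-Nef kinase inhibition above about 50%, limit read from the data; inactive = inhibition below that limit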;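 note: 0% = DMSO with Hck plus Nef and 100% = Hck alone without Nef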
eIF4E-4G inh – blocks eIF4E binding to eIF4G; P63073+Q04637; TR-FRET eIF4E-eIF4GI(517-606) binding, 2 h; inhibition, % at 21.7 µM; hit rate 0.37% among 220,000; AID 782;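 active = inhibition above about 30%, limit read from the data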;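 note: 0% = full FRET control wells and 100% = background wells lacking eIF4GI fragment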
14-3-3 Bad PPI – disrupts binding of bovine 14-3-3 zeta to phospho-Bad peptide. P63103. TR-FRET 14-3-3zeta/Dy647-pBad peptide displacement, 1 h. inhibition, % at 21.7 µM. hit rate 0.71% among 220,000. AID 781;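 active = inhibition above about 70%, limit read from the data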;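 note: 0% = full 14-3-3 plus peptide FRET controls and 100% = background without 14-3-3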
Target sequence (P63103 whole entry, looked up): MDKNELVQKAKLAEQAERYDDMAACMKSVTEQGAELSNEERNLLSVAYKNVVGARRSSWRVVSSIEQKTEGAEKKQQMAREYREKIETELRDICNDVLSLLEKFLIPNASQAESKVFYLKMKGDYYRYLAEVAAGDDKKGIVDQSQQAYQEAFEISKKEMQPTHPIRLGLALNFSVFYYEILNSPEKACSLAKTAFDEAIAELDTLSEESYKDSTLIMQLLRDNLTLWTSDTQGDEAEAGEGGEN
zVAD death inh – blocks zVAD induced death of L929 cells. L929 zVAD necroptosis rescue, ATP luminescence, 24 h; with zVAD 60 µM. viability rescue, % at 10 µM. hit rate 0.38% among 220,000;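 active = activation, scaled between plate controls, above about 75%, limit read from the data; inactive = activation under that limit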;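 note: 0% = zVAD with DMSO and 100% = DMSO alone without zVAD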
Numbers without * were called inactive; · = no result given; & = joins results of further samples; [ ] = remark or other dose.

Values in the order: TbHK1 inh	Rad51 HR inh	Calpain2 inh	EP2 modulator	PGE2 EP2 inh	Hck-Nef inh	eIF4E-4G inh	14-3-3 Bad PPI	zVAD death inh
O=C(COc1ccc(Br)cc1CNC1CCCCC1)NCCc1ccccc1
    12.4	6.9	-16.4	-29.1	7.2	17.7	2.2	-16.0	1.1
CCNC(=O)OCCC12CC3CC(CC(C3)C1)C2
    2.2	6.1	28.3	25.2	4.5	1.6	4.3	-3.0	0.2
CN(Cc1ccccc1)Cc1nc2c(c(=O)n(C)c(=O)n2C)n1CCCc1ccccc1
    -10.5	0.0	5.3	24.6	11.2	1.8	0.6	-6.0	-0.1
COc1ccnc(Oc2ccccc2)c1C(=O)N/C=N/OCc1ccccc1F
    0.5	-10.2	23.2	-25.0	5.3	-11.7	4.9	-5.5	2.4
Cn1c(SCc2nc3ccccc3[nH]2)nnc1-c1ccccn1
    -4.8	-1.6	-28.8	28.0	1.8	0.0	4.0[fluorescence artefact?]	-5.1[fluorescence artefact?]	0.1
COC(=O)c1cccc(C23CC4(C2)[C@H](CN(Cc2ccc(C(F)(F)F)cc2)[C@@H]4c2ccccc2)C3c2ccccc2)c1 (stereo partly drawn)
    -14.1	-6.0	-58.2	4.7	14.6	19.9	-2.5	-5.8	0.1
Cc1ccccc1OCCn1c(=O)oc2ccccc21
    3.8	6.3	11.9	38.2	12.7	-0.4	-4.7	0.6	-0.5
O=C(O)CSCC(=O)NCc1ccc(Cl)cc1Cl
    -1.8	19.4	5.5	34.4	3.6	-3.1	2.4	-6.8	-0.3
Cc1ccnc(SCC(=O)c2cccc([N+](=O)[O-])c2)n1
    1.7	-2.6	-9.3	4.1	4.0	2.8	0.7	-1.9	-0.2
COC(=O)c1cn(NC(=O)Cn2nc([N+](=O)[O-])c(Cl)c2C)c(=O)c2ccccc12
    -4.0	-6.4	13.1	-0.7	9.7	-9.9	0.4	-5.8	1.8
C=CCN1C(=O)C(Cc2ccc(F)cc2)S/C1=N/N=C/c1cccs1 (stereo not drawn)
    -11.6	6.1	-25.3	0.6	14.0	0.2	2.7	4.7	0.4
O=C(NCCc1nnc2ccc(NCc3ccccc3Cl)nn12)c1ccccc1
    -5.5	-1.0	11.8	-17.8	5.3	19.0	5.3	-1.8	4.0
CC(C)(C)c1ccc(OC(=O)c2ccc3nsnc3c2)cc1
    -1.2	4.8	33.5	33.6	11.1	-0.9	-6.5[fluorescence artefact?]	-1.2	0.5
Cc1cccc(OCC(=O)Nc2ccc(S(=O)(=O)Nc3ccccn3)cc2)c1
    7.6	-3.6	25.6	-14.7&-13.3	5.1&1.3	14.5	-0.1	6.0	0.4
CCn1c(SCc2c(F)cccc2Cl)nnc1-c1ccco1
    -6.8	-8.8	-6.9	-3.8	11.2	0.8	-2.5	4.0	-0.2
CCOC(=O)CSc1cc(CS(=O)c2ccc(Cl)cc2)nc(-c2ccccc2)n1 (stereo not drawn)
    6.1	-0.8	-4.9	35.8	6.2	1.7	2.7	4.9	-0.1
CCN(CC)CCNC(=O)c1ccc(NC(=O)c2ccc(F)cc2)cc1
    8.1	3.3	12.7	-17.2	0.6	-3.3	1.6	-3.2	1.2
Cc1ccc(/C=N/Nc2ccc(C(=O)O)cc2)s1
    -19.5	-19.9	-63.2	-0.9	1.7	26.2	-4.2	-13.7	23.4
CCCCN1C(=O)/C(=c2\sc3nc(=O)c(-c4ccccc4)nn3c2=O)c2ccccc21
    2.7	2.6	-20.0	-2.5	-2.2	2.3	-10.1	-8.4	0.0
O=C1C2(c3ccccc3)CN(CCCO)CC1(c1ccccc1)CN(CCCO)C2
    12.8	8.6	8.8	26.1	-6.6	-9.4	0.3	-1.7	-0.3
CCN(CC)C(=O)CSc1nc2cc(OC)c(OC)cc2c(=O)n1Cc1ccc(Cl)cc1
    -14.9	-7.5	6.7	4.2	8.0	1.3	-4.1	0.9	-0.5
COc1cc(C2C(C(C)=O)=C(O)C(=O)N2CCN(C)C)ccc1O (stereo not drawn)
    -14.8	-2.4	10.6	10.1	11.6	-1.3	-2.0	-14.0[fluorescence artefact?]	0.2
COc1ccc(-c2c(S(=O)(=O)c3ccccc3)cnn2-c2ccccc2)cc1
    2.8	-0.8	23.2	0.6	-1.1	2.2	-3.3	-9.3	-0.3
CCN(CC(=O)NCc1cccs1)S(=O)(=O)c1cccc(C(C)=O)c1
    -2.7	1.3	-22.7	4.8	9.2	-0.5	3.7	3.6	-0.1
Cc1ccc(SCC2CNc3nc4ccccc4c(=O)n32)c(C)c1 (stereo not drawn)
    0.0	10.8	-21.7	-19.1	12.9	1.7	1.1[fluorescence artefact?]	-4.6	-0.1
O=[N+]([O-])c1cccc(Cl)c1NCCNS(=O)(=O)c1ccc(Cl)cc1
    5.4	-0.7	3.7	3.8	5.9	-1.0	1.6	6.7	1.2
O=C(O)Cc1sc(Nc2ccc(F)cc2)nc1-c1cccs1
    2.6	-36.2	17.6	-29.2	12.2	32.0	14.3	0.1	3.0
COc1ccc(-c2nc(-c3cccc(C)c3)[nH]c(=O)c2C#N)cc1
    -4.9	-2.1	-22.1	2.6	2.0	2.3	4.9	10.8	7.4
Cn1c(Cc2ccccc2)nnc1SCC(=O)N1CCOCC1
    -1.4	-1.3	2.7	2.4&-12.3	1.2&6.3	0.5	2.4	11.8	-0.1
Cn1c(=O)[nH]c(=O)c2c1nc(CN1CCN(c3cccc(Cl)c3)CC1)n2CCCc1ccccc1
    1.7	-1.1	-10.3	70.2*	5.6	-1.6	2.0	8.6	2.9
CC(=O)N(C(C)=O)c1ncnc2c1c(-c1ccc(Cl)cc1)nn2C(C)(C)C
    -6.1	5.5	-371.4	38.9	13.3	73.5*	-5.5	-1.9	71.1
O=C(Nc1ccc2c(c1)OCCO2)c1ccc2nccnc2c1
    -20.9	-10.8	·	·	6.1	2.2	·	·	1.4
Cc1nc2sc(C(c3ccco3)N3CCN(C(c4ccccc4)c4ccccc4)CC3)c(O)n2n1 (stereo not drawn)
    -13.9	-6.3	·	·	14.8	-3.1	·	·	0.5
CCCn1c(N)c(C(=O)CSc2nnc(-c3ccco3)n2Cc2ccccc2)c(=O)[nH]c1=O
    -1.4	-0.1	9.4	14.4	10.5	2.3	6.9	-10.3	0.5
Cc1nn(C)c(C)c1NC(=O)CSc1nc(C2CC2)nc2c1cnn2-c1ccccc1
    -12.5	3.3	-46.7	-19.7	18.3	24.2	-4.8	35.1[fluorescence artefact?]	-0.5
CCOC(=O)c1c(/N=C/C2C(=O)CCCC2=O)sc2c1CCCC2
    7.5	14.1	-6.8	51.8	3.1	-6.3	-1.3	-2.1	1.1
Cc1ccc(C)n1-c1ccc(NC(=O)c2ccccc2)cc1
    -7.4	-4.8	-7.5	-1.8	5.0	1.7	14.8	-3.9	1.9
Cc1ccc2nc(CSc3nnc(Nc4ccccc4C)s3)cc(=O)n2c1
    -9.7	-41.5	-17.9	-45.9	17.2	9.3	-3.8	-1.4[fluorescence artefact?]	-0.7
Cc1c(NC(=O)c2cccc(-c3cc4ccccc4oc3=O)c2)cccc1-c1nc2ncccc2o1
    -6.8	-3.8	-143.6	17.0	12.5	5.7	-4.6	-20.6	0.0
COC(=O)C1=C(C)Nc2ccc(C)cc2S1
    4.3	-1.0	-4.3	17.7&-29.3	6.4&10.1	7.4	-1.3[fluorescence artefact?]	-6.9[fluorescence artefact?]	0.7

Reprinted from above for reference:
Values in the order: TbHK1 inh	Rad51 HR inh	Calpain2 inh	EP2 modulator	PGE2 EP2 inh	Hck-Nef inh	eIF4E-4G inh	14-3-3 Bad PPI	zVAD death inh
Cc1c(NC(=O)c2cccc(-c3cc4ccccc4oc3=O)c2)cccc1-c1nc2ncccc2o1
    -6.8	-3.8	-143.6	17.0	12.5	5.7	-4.6	-20.6	0.0
COC(=O)C1=C(C)Nc2ccc(C)cc2S1
    4.3	-1.0	-4.3	17.7&-29.3	6.4&10.1	7.4	-1.3[fluorescence artefact?]	-6.9[fluorescence artefact?]	0.7

(list continues)
Values in the order: TbHK1 inh	Rad51 HR inh	Calpain2 inh	EP2 modulator	PGE2 EP2 inh	Hck-Nef inh	eIF4E-4G inh	14-3-3 Bad PPI	zVAD death inh
Nn1cc(-c2ccccc2)nc1SCC(=O)N1CCN(S(=O)(=O)c2ccccc2)CC1
    -0.1	1.6	-17.9	-8.5	11.2	0.1	4.7[fluorescence artefact?]	7.2	-0.3
Cn1c(SCc2cc(=O)[nH]c(C(C)(C)C)n2)nnc1C(F)(F)F
    0.0	11.0	-22.8	-2.6	10.4	10.7	-3.6	-22.5	-0.8
COc1ccc(/C=C2/SC(=O)N(CCNC(=O)C3CCCN3C(=O)c3cccs3)C2=O)cc1 (stereo not drawn)
    -0.3	6.5	25.0	3.2	1.5	4.9	1.1	-5.1	-0.7
C=CCSc1nnc(NC(=O)CSc2nc3ccccc3o2)s1
    -3.9	·	-5.3	18.0	·	9.2	15.4	-9.1	-1.5
CCN(C(=O)Cc1c(C(=O)O)n(C)c2ccccc12)c1ccc(F)cc1
    -8.1	-100.1	10.7	-6.6	3.7	24.8	0.5	-7.6	-0.8
COc1ccc(N2CCn3c2nc2c3c(=O)n(CCc3ccccc3)c(=O)n2C)c(OC)c1
    0.1	-3.4	-5.7	-20.5	6.8	1.7	-6.0	4.6	-0.1
Cc1nnc(NC(=O)CSc2ccc(-c3ccc(Cl)cc3)nn2)s1
    -0.2	5.8	10.4	13.3	5.2	-11.7	4.6	-1.8	2.5
COc1ccc(CC(=O)Nc2nccs2)cc1OC
    -1.1	·	-22.6	11.1	11.2	-7.7	-4.8	2.8[fluorescence artefact?]	·
Cc1cc(NS(=O)(=O)c2ccc(NC(=O)c3cc4ccccc4o3)cc2)no1
    -13.3	-0.4	-34.9	-38.8	15.7	2.9	-7.5	16.8	0.3
Cc1ccc(C)c(-n2c(SCC(=O)NCC3CCCO3)nnc2-c2ccoc2C)c1 (stereo not drawn)
    3.8	-12.9	8.2	20.8	13.2	1.5	3.0	3.3	-0.2
CCOc1ccccc1N1CC(C(=O)Nc2nccs2)CC1=O (stereo not drawn)
    -1.7	-0.9	-7.0	23.9	9.6	-2.5	-0.6	15.0[fluorescence artefact?]	3.5
COc1ccc(CN2C(=O)C(O)(CC(=O)c3ccc4c(c3)OCO4)c3ccccc32)cc1OC (stereo not drawn)
    -6.2	0.2	-14.0	11.1	4.0	0.8	2.8	4.7	-0.9
Cc1cc(NC(=O)CSc2nc3ccccc3c(=O)n2C(C)c2ccccc2)no1 (stereo not drawn)
    -5.2	1.4	5.8	-1.7	8.3	-1.7	3.5	10.1	0.5
FC(F)Sc1nnc(-c2cccs2)n1-c1ccccc1
    6.0	·	-50.4	9.6	9.3	8.1	-0.4	0.6	-0.1
CCOc1cc(C)c(Cl)cc1S(=O)(=O)NCC1CCCO1 (stereo not drawn)
    1.8	1.8	-3.8	-5.2	6.7	-6.8	9.4[fluorescence artefact?]	-5.3[fluorescence artefact?]	·
C/C(=N\Nc1nc2ccccc2[nH]1)c1ccc(Cl)s1
    -17.6	3.5	6.7	-8.0	1.0	2.6	0.2	0.0	3.4
O=C(O)C1C2CCCCC2=C2CCCCC2C1C(=O)O (stereo not drawn)
    7.6	4.2	-3.2	36.7	3.7	0.8	2.5[fluorescence artefact?]	2.1[fluorescence artefact?]	0.0
CCCCN=C(C)C1=C(O)CSC1=O
    5.1	·	32.7	0.6	12.4	4.4	3.8[fluorescence artefact?]	6.5[fluorescence artefact?]	0.0
Nc1nc(SCC(=O)Nc2cccc(Oc3ccccc3)c2)n[nH]1
    24.2	12.2	18.1	18.1	4.0	2.4	3.7	-10.3[fluorescence artefact?]	-0.3

This is a subset; rates above refer to the full screens.
